Furin inh – inhibitors of human furin. P09958. purified furin, fluorogenic substrate cleavage. AID 463115. 0.061% of 220,000 active. inhibition, % at 30 µM; in the data active = inhibition above about 25%; note: inactives centre near -15
EBV gp42 block – blocks Epstein-Barr virus glycoprotein 42 binding; Q1HVG2; Fluorescence polarization binding assay, mP read-out; inhibition, % (tested at 21.74 µM); 0.42% of 220,000 active; AID 1085; in the data active = inhibition above about 50%
14-3-3 Bad inh – disrupts binding of bovine 14-3-3 zeta to phospho-Bad peptide. TR-FRET 14-3-3zeta/Dy647-pBad peptide displacement, 1 h. AID 781. 0.71% of 220,000 active. P63103. inhibition, % at 21.7 µM;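 active = inhibition above about 70%, limit read from the data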;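 note: 0% = full 14-3-3 plus peptide FRET controls and 100% = background without 14-3-3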
Rad51 HR inh – blocks human Rad51 in homologous recombination. hRad51 DNA strand exchange, fluorescence dequenching. inhibition, % at 10 µM. 0.085% of 200,000 active. AID 1385;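 active = inhibition above 40% at the single screening dose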;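 note: 0% = DMSO control wells and 100% = blanks with heterologous ssDNA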
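Material: hRad51 filaments on single-stranded DNA; Reagent: Donor/quencher-labelled 47-bp dsDNA substrate; Compound: 10 µM final, single point; Schedule: 37 °C 15-min filament assembly, 30-min compound preincubation, 15-min exchange; Technique: FRET fluorescence, excitation 485 nm, emission 520 nm; Benchmarks: control wells and blank wells on each plate.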
KCC2 mod – modulates chloride dependent transport by human KCC2 | Q9H2X9 | KCC2 cells, thallium flux FluoZin-2 fluorescence | AID 1456 | 2.2% of 190,000 active | B-score of Tl+ flux slope (higher = more flux/activation; lower = inhibition) at 10 µM;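 active = thallium flux slope and its plate-corrected score both differing from the plate sample mean at a set confidence after two filtering rounds, in either direction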;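 note: slope of fluorescence scaled to starting intensity during 10 to 20 s after thallium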
Thrombin inh – blocks human thrombin protease activity; alpha-thrombin, Boc-VPR-AMC fluorogenic substrate cleavage; inhibition, % at 5 µM; 0.26% of 220,000 active;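 active = inhibition at or above 40%; inactive = inhibition below 40%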;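 note: 0% = enzyme with no compound and 100% = wells without enzyme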
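Material: human alpha-thrombin protein. Incubation: reaction at ambient temperature. Technique: fluorescence of released AMC, ex 355 nm, em 460 nm. Control set: no-compound enzyme wells and no-enzyme blanks. Also added: Boc-VPR-AMC substrate, 15 µM final. Buffer or medium: pH 7.5 Tris (50 mM) with NaCl 150 mM, Tween 20 0.05%.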
eIF4E-4G inh – inhibitors of eIF4E and eIF4G interaction in translation initiation; AID 782; TR-FRET eIF4E-eIF4GI(517-606) binding, 2 h; inhibition, % at 21.7 µM; 0.37% of 220,000 active;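 note: 0% = full FRET control wells and 100% = background wells lacking eIF4GI fragment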
KLK5 inh – inhibitors of human kallikrein 5; Q9Y337; recombinant hK5, fluorogenic AMC substrate cleavage; inhibition, % at 5 µM; 0.59% of 210,000 active; AID 873;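 active = inhibition of 40% or more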;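 note: 0% = enzyme controls without compound and 100% = no-enzyme blanks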
NCF1 inh – inhibitors of human p47phox binding; P14598; p47phox/p22phox peptide binding, fluorescence polarization, 2 h; inhibition, % at 24.7 µM; 0.53% of 220,000 active; AID 1274;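 note: 0% = p47phox with labelled peptide and 100% = labelled peptide alone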
The depositor's hits bear a star; . = no result given; [ ] = remark or other dose.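 Rule for the calls, unless noted: active = inhibition above about 30% (limit read from the data); inactive = the rest.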

1: COc1ccc(CNc2ccc3cn[nH]c3c2)c(OC)c1OC
2: O=C(CSc1nnc(-c2ccccc2Cl)o1)Nc1ccc2c(c1)OCCO2
3: CCOc1cc(N2CCOCC2)c(OCC)cc1NC(=O)Cc1ccccc1
4: CCCC(C)NC(=O)C1CCN(S(=O)(=O)c2ccccc2)CC1 (centres undefined)
5: C=CCn1c(CSc2nc3ccccc3s2)nnc1SCC(=O)NCc1ccccc1
6: O=C(CN1CCN(Cc2ccccc2)CC1)c1c[nH]c2ccccc12
7: Cc1cccc(CS(=O)(=O)Cc2ccc(C(=O)NCc3cccs3)o2)c1
8: O=C1c2ccccc2C(Nc2ccc(F)c(Cl)c2)N1c1ccccn1 (centres undefined)

assay / entry	1	2	3	4	5	6	7	8
Furin inh	-15[20 µM]	-9[20 µM]	-13	-16[20 µM]	-3[20 µM]	-36	-22	-46
EBV gp42 block	-7	-9	-3	-11	-5	-76	4	28
14-3-3 Bad inh	-29	4	-7	-7[fluorescence artefact?]	-6	28[fluorescence artefact?]	-13	10
Rad51 HR inh	-1	0	16	3	11	0	18	-9
KCC2 mod	.	1.2	1.4	0.12	.	.	-0.64	.
Thrombin inh	-4	-4	0	-7	6	-7	-9	-5
eIF4E-4G inh	-1	0	1	-8	-4	-18[fluorescence artefact?]	-1	-5
KLK5 inh	-25	-17	0	-20	-10	-14	0	2
NCF1 inh	-14	-15	0	-10	-5	-21	-4	7

9: Cc1csc(SCC(=O)Nc2sccc2C#N)n1
10: COc1ccccc1NC(=O)COc1ccc(C(=O)OCC(=O)N2CCCC2=O)cc1OC
11: c1c2c(cc3sc(N4CCCCC4)nc13)OCO2
12: O=C(N/C(=C/c1cccs1)C(=O)N1CCOCC1)c1ccco1
13: CC(=O)Oc1cc2c3c(c1)/C(=C1/SC(=S)NC1=O)C(=O)N3C(C)(C)C=C2C
14: O=C(COc1ccc(Cl)cc1)Nc1cc(S(=O)(=O)N2CCCCC2)ccc1N1CCCCC1
15: CCn1nc(C)c(CN2CCc3c([nH]c4ccccc34)C2c2ccc(F)c(OC)c2)c1C (centres undefined)
16: CCOc1ccc(NS(=O)(=O)c2ccc(C)c(C(=O)NCCCn3ccnc3)c2)cc1

assay / entry	9	10	11	12	13	14	15	16
Furin inh	-18	-15	-30	-5	14	-22	-7	-10
EBV gp42 block	6	-10	-6	3	9	-30	5	-8
14-3-3 Bad inh	15	-7[fluorescence artefact?]	17	-8	-6	-1	-2	-17
Rad51 HR inh	-3	-1	.	-6	-10	.	.	-11
KCC2 mod	1.1	-3	.	0.7	12*	0.2	.	0.0094
Thrombin inh	0	-7	3	-10	-4	-10	-3	-11
eIF4E-4G inh	10	-16	-17[fluorescence artefact?]	19[fluorescence artefact?]	-4	0[fluorescence artefact?]	3	1
KLK5 inh	-24	5	-1	-16	14	-2	.	-3
NCF1 inh	-13	7	1	9	6	-74	-4	-19

17: CCCCNc1ccc(C(CC(N)=O)NC(=O)Cc2cccc3ccccc23)cc1[N+](=O)[O-] (centres undefined)
18: CC(C(=O)NCC1CCCO1)N(C(=O)c1snc(C(N)=O)c1N)c1cccc(F)c1 (centres undefined)
19: O=C(NCC(c1ccc(F)cc1)N1CCOCC1)c1ccccc1F (centres undefined)
20: CC1Cc2nc(SCC(=O)NCc3ccco3)n(-c3ccccc3)c(=O)c2S1 (centres undefined)
21: Cc1cc2sc(C(=O)O)c(C)c2s1
22: COc1ccc(/C=N/n2cc(-c3ccccc3)nc2N)cc1
23: c1ccc2[nH]c(SCC3CCCCO3)nc2c1 (centres undefined)
24: CCc1ccc(C(=O)/C=C/NCc2ccc(F)cc2)cc1

assay / entry	17	18	19	20	21	22	23	24
Furin inh	3	-28	-16	-14	-25[20 µM]	-18	-11	-16
EBV gp42 block	-23	-14	-2	-1	0	-21	-2	-9
14-3-3 Bad inh	12	7	-4	4	-7	-8	-11	-1[fluorescence artefact?]
Rad51 HR inh	1	-6	3	-6	-3	-8	1	0
KCC2 mod	0.24	1.2	-1.2	0.25	0.29	0.023	-0.069	-0.97
Thrombin inh	-1	2	2	-5	0	4	-7	-4
eIF4E-4G inh	-1	1	3	2	3	-6	-3	0
KLK5 inh	18	-17	-6	-25	-7	-9	-8	-11
NCF1 inh	23	-15	-11	-9	-1	-12	-5	-21

25: CC(NC(=O)N(Cc1ccccc1)Cc1ccc2c(c1)OCO2)(C(F)(F)F)C(F)(F)F
26: C(#CCN1CCOCC1)COC(c1ccccc1)c1ccccc1
27: COc1ccc(-n2c(SCC(=O)Nc3cc(C)on3)nc3c(c2=O)SCC3)cc1
28: COc1ccc(-c2ccnc3c(C(=O)O)cnn23)cc1
29: O=C(CNCc1ccc(F)cc1)Nc1ccccc1[N+](=O)[O-]
30: COc1ccc2cc(C(=O)C3CCCN(C(=O)/C=C/c4ccccn4)C3)ccc2c1 (centres undefined)
31: CCOCCCNc1ccc(-c2ccccc2)nn1
32: CCc1nnc(NS(=O)(=O)c2ccc(N=Cc3c(C)[nH]n(-c4ccc(C)cc4)c3=O)cc2)s1

assay / entry	25	26	27	28	29	30	31	32
Furin inh	-18[20 µM]	-18[20 µM]	-2	-41	-10	-26	-13	-3[20 µM]
EBV gp42 block	-5	-17	4	-3	0	6	-12	-6
14-3-3 Bad inh	-1	72*	-4	3	-8	-2	4	48[fluorescence artefact?]
Rad51 HR inh	-1	-3	1	2	.	-5	-8	-3
KCC2 mod	1.4	0.18	-0.14	-0.37	-3.6	-1.2	-0.41	-0.61
Thrombin inh	3	-9	22	-9	-2	-2	1	0
eIF4E-4G inh	-6	4	6	3	-1	1	7	5[fluorescence artefact?]
KLK5 inh	-14	-7	102*	0	0	2	-20	7
NCF1 inh	0	-9	-37	-3	4	-17	1	3

33: O=C(Nc1ccccc1C(=O)OCc1nnc(-c2ccccc2)o1)c1ccco1
34: O=C(NC1C=CS(=O)(=O)C1)c1ccccc1 (centres undefined)
35: Cc1ccc(C)c(N2CCN(C(=O)CN3C(=S)NC(C)(C)CC3C)CC2)c1 (centres undefined)
36: CC(=O)Nc1nonc1NC(=O)CSC1=NCCS1
37: Cc1oc(-c2ccccc2Cl)nc1CN1CCCCC1c1cccnc1 (centres undefined)
38: Cc1ccccc1NC(=O)C1CCC(C)(C(=O)O)C1(C)C (centres undefined)
39: CCOC(=O)c1ccc(-n2c(C)nc3c(cnn3-c3ccccc3Cl)c2=O)cc1
40: Cc1c(NC(=O)CN2CCN(c3ccc(O)cc3)CC2)c(=O)n(-c2ccccc2)n1C

assay / entry	33	34	35	36	37	38	39	40
Furin inh	-9	-22	-30	-23	-11	-15[20 µM]	-15[20 µM]	-26
EBV gp42 block	9	-8	4	-15	-6	-6	0	-12
14-3-3 Bad inh	12	-4	-7	7	-8	-7	-2	-3
Rad51 HR inh	3	-8	7	.	-2	1	-3	-2
KCC2 mod	-1.2	0.14	1.3	0.51	-0.16	0.75	-0.37	0.77
Thrombin inh	-11	.	0	2	-6	1	4	-3
eIF4E-4G inh	-3[fluorescence artefact?]	-3	-5	-3	0	-2	2	3
KLK5 inh	3	-2	2	-4	3	-8	-18	3
NCF1 inh	-19	-2	-4	1	-11	-7	-6	10

41: CN1CCN(c2nc3c(c(=O)[nH]c(=O)n3C)n2CCOc2ccccc2)CC1
42: C#CCOC(=O)Nc1cc(C)n(-c2ccccc2)n1
43: COc1cccc(N2CCN(C3OC(=O)c4ccccc43)CC2)c1 (centres undefined)
44: CCOC(=O)c1ccc2[nH]c3c(c2c1)CCCC3C(=O)OCC (centres undefined)
45: CC(C)(C)c1nn(-c2ccccc2)c2[nH]c(=O)c(CNCc3ccc4c(c3)OCO4)cc12
46: Cc1ccc(NC(=O)CCC2CC(C)(C)OC2=O)cc1 (centres undefined)
47: N#CCN1CCC(c2cc(-c3ccco3)n[nH]2)CC1

assay / entry	41	42	43	44	45	46	47
Furin inh	-7[20 µM]	-18	-23	-19[20 µM]	-17[20 µM]	-23	-30
EBV gp42 block	-4	-1	2	-14	-15	-26	-6
14-3-3 Bad inh	-17	-18	-10[fluorescence artefact?]	0[fluorescence artefact?]	-2	-7	-12
Rad51 HR inh	-4	19	5	-1	5	-5	19
KCC2 mod	-0.67	-1.1	1.1	0.34	0.66	-0.055	0.71
Thrombin inh	-6	-3	6	-11	-2	-8	7
eIF4E-4G inh	-3	-2	-15	6[fluorescence artefact?]	-3	2	0
KLK5 inh	3	-1	-8	1	-23	-4	-4
NCF1 inh	-1	-12	-21	-14	-13	0	-1

Among those listed so far, nine have two or more sulfur atoms.
5: C=CCn1c(CSc2nc3ccccc3s2)nnc1SCC(=O)NCc1ccccc1
7: Cc1cccc(CS(=O)(=O)Cc2ccc(C(=O)NCc3cccs3)o2)c1
9: Cc1csc(SCC(=O)Nc2sccc2C#N)n1
13: CC(=O)Oc1cc2c3c(c1)/C(=C1/SC(=S)NC1=O)C(=O)N3C(C)(C)C=C2C
20: CC1Cc2nc(SCC(=O)NCc3ccco3)n(-c3ccccc3)c(=O)c2S1 (centres undefined)
21: Cc1cc2sc(C(=O)O)c(C)c2s1
27: COc1ccc(-n2c(SCC(=O)Nc3cc(C)on3)nc3c(c2=O)SCC3)cc1
32: CCc1nnc(NS(=O)(=O)c2ccc(N=Cc3c(C)[nH]n(-c4ccc(C)cc4)c3=O)cc2)s1
36: CC(=O)Nc1nonc1NC(=O)CSC1=NCCS1

assay / entry	5	7	9	13	20	21	27	32	36
Furin inh	-3[20 µM]	-22	-18	14	-14	-25[20 µM]	-2	-3[20 µM]	-23
EBV gp42 block	-5	4	6	9	-1	0	4	-6	-15
14-3-3 Bad inh	-6	-13	15	-6	4	-7	-4	48[fluorescence artefact?]	7
Rad51 HR inh	11	18	-3	-10	-6	-3	1	-3	.
KCC2 mod	.	-0.64	1.1	12*	0.25	0.29	-0.14	-0.61	0.51
Thrombin inh	6	-9	0	-4	-5	0	22	0	2
eIF4E-4G inh	-4	-1	10	-4	2	3	6	5[fluorescence artefact?]	-3
KLK5 inh	-10	0	-24	14	-25	-7	102*	7	-4
NCF1 inh	-5	-4	-13	6	-9	-1	-37	3	1
